SUMO1-SIM PPI: SUMO1-SIM interaction modulation; SUMO1 binding to a labelled peptide, TR-FRET, 1 h; 0.33% of 360,000 active; inhibition, % at 20 µM; in the data active = inhibition above about 37%
Target sequence (P63165 whole entry, looked up): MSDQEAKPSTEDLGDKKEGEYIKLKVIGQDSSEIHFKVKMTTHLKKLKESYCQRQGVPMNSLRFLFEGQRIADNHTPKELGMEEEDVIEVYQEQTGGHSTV
NRP1-CendR mod: modulators of CendR peptide binding to human neuropilin-1; O14786; FAM-RPARPAR peptide binding to NRP-1, fluorescence polarization; inhibition, % at 25 µM; 0.85% of 360,000 active; AID 602438;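 active = inhibition or corrected inhibition above about 18%, plus a signal ratio from 0.5 to 1.5, limit read from the data, passing the limit was not always enough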; also: strong numbers were not always called active
STEP block: blocks human striatal-enriched tyrosine phosphatase | 0.25% of 360,000 active | P54829 | inhibition, % at 20 µM | recombinant STEP, OMFP fluorogenic substrate, fluorescence;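 active = inhibition at 20 µM, scaled per plate between control wells, above about 37%, limit read from the data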;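 also: 0% = DMSO with enzyme and substrate and 100% = substrate only without enzyme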
Target sequence (P54829 whole entry, looked up): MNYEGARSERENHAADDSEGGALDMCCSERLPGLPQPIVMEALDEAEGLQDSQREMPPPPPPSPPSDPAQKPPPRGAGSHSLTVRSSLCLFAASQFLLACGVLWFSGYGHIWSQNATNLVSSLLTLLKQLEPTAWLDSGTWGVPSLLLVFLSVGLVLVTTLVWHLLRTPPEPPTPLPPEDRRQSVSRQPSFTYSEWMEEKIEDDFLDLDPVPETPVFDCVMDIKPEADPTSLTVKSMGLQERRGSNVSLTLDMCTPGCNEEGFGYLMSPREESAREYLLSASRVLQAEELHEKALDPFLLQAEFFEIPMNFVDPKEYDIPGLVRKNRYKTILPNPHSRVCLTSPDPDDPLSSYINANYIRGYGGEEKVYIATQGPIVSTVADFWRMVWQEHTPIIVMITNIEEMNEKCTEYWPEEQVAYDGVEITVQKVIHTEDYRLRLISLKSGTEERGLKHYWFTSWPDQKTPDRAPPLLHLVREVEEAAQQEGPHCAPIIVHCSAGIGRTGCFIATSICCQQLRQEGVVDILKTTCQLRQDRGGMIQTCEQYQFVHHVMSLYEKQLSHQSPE
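Test system: STEP tyrosine phosphatase / Reagent: OMFP at 25 µM / Doses: 20 µM, 1% DMSO / Read-out: percent inhibition scaled to no-enzyme and uninhibited-enzyme controls, plate-pattern corrected / Detection: FITC-channel fluorescence of OMFP product / Medium: Bis-Tris buffer pH 6.0, 2.5 mM DTT, 0.005% Tween 20 / Schedule: 20 min at room temperature, dark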
NadD inh: inhibitors of Staphylococcus aureus NadD. purified NadD enzyme, colorimetric absorbance read-out. 0.78% of 360,000 active. AID 602399. inhibition, % at 20 µM; in the data active = inhibition above about 26%; also: some compounds past the cut are filed as inactive
Scp-1 inhibitor: Scp-1 (human) phosphatase inhibition | Q9GZU7 | Recombinant Scp1, phosphopeptide, malachite green phosphate absorbance | inhibition, % at 20 µM | 0.88% of 340,000 active | AID 493091;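 active = inhibition above about 50% at 20 µM, limit read from the data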;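 also: plate controls were DMSO wells with enzyme for no effect and wells lacking enzyme for full effect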
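System: SCP-1 catalytic domain; Reagent: Phospho 17-mer peptide substrate; Doses: one concentration, 20 µM, with 1.0% DMSO; Incubation: 45 min room-temperature reaction, 5 min colour, 30 min stabiliser; Signal: Phosphate-binding colour reagent, absorbance read at 630 nm.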
MT1-MMP act inh: blocks activation of human MT1-MMP. P50281. HT1080 RFP-PRO-GFP cells, GFP/RFP ratio fluorescence, overnight; percent of plate control window, DMSO zero. GFP/RFP ratio change, % at 20 µM. 0.061% of 360,000 active. AID 651647;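 active = GFP/RFP ratio change of at least 30% with cell ATP level not reduced by more than half and red fluorescence within 50% of control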; also: strong numbers were not always called active
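Material – HT1080 RFP-PRO-GFP cells · Control set – DMSO wells and RFP-L50D-GFP cells · Incubation – overnight cell settling, then overnight compound exposure, 37 °C, 5% CO2 · Compound dosing – single-point 20 µM compound, 1% DMSO · Read-out – GFP/RFP fluorescence ratio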
LMPTP inh: blocks human LMPTP phosphatase; P24666; recombinant LMPTP-A, OMFP fluorogenic substrate, fluorescence intensity; inhibition, % at 20 µM; 0.22% of 360,000 active; AID 651560;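 active = compounds that cut the enzyme signal by at least half of the control window in the single-dose screen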;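 also: plate controls were DMSO wells with enzyme plus substrate for no effect and substrate without enzyme for full effect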
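Assay system: LMPTP-A phosphatase enzyme | Input: 0.625 nM enzyme | Also added: Fluorogenic phosphatase substrate OMFP at 400 µM final | Compound dosing: One test concentration per compound, 20 µM, with 3% DMSO overall | Schedule: 50 min enzyme reaction at room temperature, protected from light | Signal: Fluorescence intensity | Benchmarks: no-enzyme and uninhibited controls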
Rpn11 block: inhibitors of human proteasome Rpn11 | human 26S proteasome, Ub4-pepOG fluorescence polarization; 20S core pre-blocked with epoxomicin | 0.59% of 360,000 active | O00487 | calls only at 20 µM;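 active = inhibition at 20 µM, scaled to each plate's controls, above about 33%, limit read from the data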
Target sequence (O00487 whole entry, looked up): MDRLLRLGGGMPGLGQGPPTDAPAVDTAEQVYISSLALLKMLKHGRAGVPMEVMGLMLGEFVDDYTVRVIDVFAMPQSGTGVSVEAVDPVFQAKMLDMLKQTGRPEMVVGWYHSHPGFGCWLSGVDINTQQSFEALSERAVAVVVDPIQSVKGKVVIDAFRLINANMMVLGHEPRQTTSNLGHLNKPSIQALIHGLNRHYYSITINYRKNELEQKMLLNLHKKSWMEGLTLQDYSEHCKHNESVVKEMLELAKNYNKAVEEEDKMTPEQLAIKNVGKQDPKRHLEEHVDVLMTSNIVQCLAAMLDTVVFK
SKN-1 block: inhibitors of C. elegans SKN-1. 0.49% of 360,000 active. AID 624304. inhibition, % at 21.8 µM. C. elegans VP596 Pgst-4::GFP/RFP ratio, acrylamide-induced, 24 h;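 active = interference check ratio from 0.5 to 1.5 plus GFP to RFP signal ratio inhibition reaching or exceeding a fixed threshold, cut at about 30% in these data, passing the limit was not always enough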; also: some compounds called inactive have numbers as strong as hits
DNMT1 block: DNMT1 (human) enzyme inhibition. DNMT1 molecular beacon, Hinp1I cleavage, fluorescence. inhibition (reported as % activation of signal), % at 10 µM. 0.83% of 360,000 active; in the data active = inhibition above about 50%
The depositor's hits bear a star; i = inactive; nt = not tested or not shown.

SMILES	SUMO1-SIM PPI	NRP1-CendR mod	STEP block	NadD inh	Scp-1 inhibitor	MT1-MMP act inh	LMPTP inh	Rpn11 block	SKN-1 block	DNMT1 block
Cc1cccc2cc(CN(CCCO)C(=O)Nc3ccc(Cl)cc3)c(=O)[nH]c12	0	15	0	-1	0	5	-1.1	i	10	-5
COc1cc(C(=O)Nc2cccc(-c3nncn3C)c2)cc(OC)c1OC	-2	8	4	2	-7	4	0.1	i	5	2
COc1ccc(-c2cc(NC(C)=O)c3ncc(-c4cccc(C(C)=O)c4)n3c2)cc1OC	6	-20	0	0	nt	-5	1.8	i	23	-9
Cc1ccccc1CC(=O)OCC(=O)Nc1ccc(C)c(S(=O)(=O)N2CCCCC2)c1	6	-1	0	-4	-8	3	2.4	i	5	1
Cc1nnc(N2CCC(C(=O)NC3CCC(C)CC3)CC2)c2nn(-c3ccc(Cl)cc3)c(C)c12 (configuration not stated)	-8	-6	2	-2	0	5	0.6	i	9	49
O=C(c1ccccc1)N(CCCl)C(=O)N(CCCl)C(=O)c1ccccc1	2	2	-2	-5	nt	6	-1.2	i	23	3
CSC1=C(C#N)C(C)C2=C(CC(C)(C)CC2=O)N1 (configuration not stated)	-12	16	-1	2	-7	4	0.2	i	1	0
COC(=O)CN(C#N)c1nc(NC(C)C)nc(NC(C)C)n1	-4	-7	-2	6	-7	3	-0.3	i	4	0
O=S(=O)(Nc1ccccn1)c1ccc(Cl)cc1	-2	-4	2	-3	-4	-6	-0.6	i	0	-1
Nc1c2c(nn1-c1ccc(F)cc1)CSC2	0	8	-1	10	6	5	-2.4	i	6	-10
CCn1cc(C(=O)NCC2CCCO2)c(=O)c2cc(S(=O)(=O)N3CCCCCC3)ccc21 (configuration not stated)	6	-13	1	3	-7	2	-0.1	i	4	0
O=C(Cn1ccc(NC(=O)OCc2ccccc2)nc1=O)NCC1CCCO1 (configuration not stated)	10	-1	-1	0	5	1	0.6	i	-1	0
CCN(CC)C(=O)c1ccc2nc([C@@H]3O[C@H](CO)[C@H](O)[C@H](O)[C@H]3O)[nH]c2c1	1	-12	-4	2	nt	0	-1.1	i	12	4
Cc1cccc(C)c1N1CCN(c2n[nH]c(N)n2)CC1	6	-1	-4	4	-9	0	-0.1	i	10	-1
CCCN1CCN(C(=O)c2oc3ccccc3c2NC(=O)COc2ccc(OC)cc2)CC1	-4	4	1	-3	-9	4	-0.4	i	14	-1

Fetched by compound from the entries so far (six):
SMILES	SUMO1-SIM PPI	NRP1-CendR mod	STEP block	NadD inh	Scp-1 inhibitor	MT1-MMP act inh	LMPTP inh	Rpn11 block	SKN-1 block	DNMT1 block
CCn1cc(C(=O)NCC2CCCO2)c(=O)c2cc(S(=O)(=O)N3CCCCCC3)ccc21 (configuration not stated)	6	-13	1	3	-7	2	-0.1	i	4	0
Cc1cccc(C)c1N1CCN(c2n[nH]c(N)n2)CC1	6	-1	-4	4	-9	0	-0.1	i	10	-1
Cc1ccccc1CC(=O)OCC(=O)Nc1ccc(C)c(S(=O)(=O)N2CCCCC2)c1	6	-1	0	-4	-8	3	2.4	i	5	1
COc1ccc(-c2cc(NC(C)=O)c3ncc(-c4cccc(C(C)=O)c4)n3c2)cc1OC	6	-20	0	0	nt	-5	1.8	i	23	-9
COc1cc(C(=O)Nc2cccc(-c3nncn3C)c2)cc(OC)c1OC	-2	8	4	2	-7	4	0.1	i	5	2
CCCN1CCN(C(=O)c2oc3ccccc3c2NC(=O)COc2ccc(OC)cc2)CC1	-4	4	1	-3	-9	4	-0.4	i	14	-1

The listing picks up; the 3 compounds before the break are reprinted first.
SMILES	SUMO1-SIM PPI	NRP1-CendR mod	STEP block	NadD inh	Scp-1 inhibitor	MT1-MMP act inh	LMPTP inh	Rpn11 block	SKN-1 block	DNMT1 block
CCN(CC)C(=O)c1ccc2nc([C@@H]3O[C@H](CO)[C@H](O)[C@H](O)[C@H]3O)[nH]c2c1	1	-12	-4	2	nt	0	-1.1	i	12	4
Cc1cccc(C)c1N1CCN(c2n[nH]c(N)n2)CC1	6	-1	-4	4	-9	0	-0.1	i	10	-1
CCCN1CCN(C(=O)c2oc3ccccc3c2NC(=O)COc2ccc(OC)cc2)CC1	-4	4	1	-3	-9	4	-0.4	i	14	-1
O=C(O)C1CCCN(S(=O)(=O)c2ccccc2[N+](=O)[O-])C1 (configuration not stated)	8	6	1	-1	-2	0	-1.5	i	-14	0
COCC1=C(C(=O)OC(C)OC(=O)OC(C)C)N2C(=O)[C@@H](NC(=O)/C(=N\OC)c3csc(N)n3)[C@H]2SC1 (some centres not stated)	0	-6	3	10	-4	nt	1.8	i	-15	-13
Cn1c2ccccc2n2c(=O)c(Cl)c(-c3ccccc3)c(C#N)c12	0	3	0	6	-8	3	0.9	i	2	1
O=C(Nc1ccccc1)c1cc(C2CCCCN2S(=O)(=O)c2cccs2)on1 (configuration not stated)	0	1	3	-6	nt	-8	1.0	i	19	0
COc1cc(NC(=O)C2C3C=CC(C3)C2C(=O)O)c(OC)cc1Cl (configuration not stated)	2	3	3	4	-5	4	-1.3	i	4	-4
COc1ccc(CC(=O)N/N=C(\C)CC(=O)Nc2ccc(N(C)C)cc2)cc1OC	-2	2	0	-7	-4	0	-0.6	i	-3	-2
COc1ccc(C(=O)Nc2ccc3c(c2)Cc2ccccc2-3)cc1	2	-5	-3	-3	17	6	2.8	i	-25	15
COc1cccc(C(=O)Nc2cccc(C(=O)NC3=NN(c4c(Cl)cc(Cl)cc4Cl)C(=O)C3)c2)c1	44*	-30	2	29	5	-3	1.8	i	9	7
CCCc1ccc(Oc2cn[nH]c2-c2ccc(O)c(C)c2O)cc1	2	-10	0	-12	-18	-9	4.0	i	24	-19
Cc1oc(-c2ccc3c(c2)OCCO3)cc1C(=O)NC(CCC(=O)O)C(=O)O (configuration not stated)	6	-9	-1	5	1	1	-2.2	i	12	1
COc1ccc(OC)c(NCCN2C(=O)c3ccccc3C2=O)c1	-9	1	1	0	nt	2	2.3	i	-8	1
O=C(COC(=O)c1ccc(S(=O)(=O)N2CCOCC2)cc1)NC1CCCC1	3	-10	-2	0	-5	-5	-2.9	i	-9	4
Cc1ccc(S(=O)(=O)N2CC=C(C(=O)NC3CCCC3)CC2)cc1	3	15	-2	-7	-7	2	-1.2	i	-2	-2
Cc1ccc2nc(N(CCN(C)C)C(=O)c3ccc4c(c3)OCCO4)sc2c1	5	-18	0	-6	-5	3	-1.4	i	7	-2
Cc1nc2ccc(S(=O)(=O)N(C)CC(=O)NCc3ccc(N(C)C)cc3)cc2s1	5	-67	-2	-5	-9	-3	-1.0	nt	3	3
CCCCN(C)C(=O)C1CCN(Cc2ccccn2)CC1	4	2	-2	-2	1	-7	-0.7	i	-7	11
Cc1ccccc1Nc1nc(N)nc(COC(=O)CCS(=O)(=O)c2ccc(Cl)cc2)n1	-4	-6	-3	-4	4	1	-2.1	i	1	-2
CCOC(=O)c1cc(-c2ccccc2)n(CCC(=O)N2CCN(c3ccc(OC)cc3)CC2)c1C	3	-5	0	-3	-5	1	1.4	i	12	-7
CCCOc1ccc(OCCCCNC(C)CC)cc1 (configuration not stated)	-1	12	-2	-5	-8	-4	-2.2	i	10	0
CC(c1n[nH]c(=S)n1-c1ccccc1)N1CCCCC1 (configuration not stated)	2	7	-2	-1	-4	-1	3.6	i	0	1
COc1ccc(/C=C/C(=O)c2ccc(OC)cc2OC)cc1	-14	-9	-3	3	-7	-3	0.8	i	3	-11
COc1ccc(C)cc1NC(=O)C1CCN(S(=O)(=O)c2ccc3c(c2)C(C)(C)C(=O)N3C)CC1	10	-9	-3	-2	-7	4	-0.1	i	-4	-6
CCc1nc2c(OCc3ccc(C(F)(F)F)cc3)cccn2c1N(C)C(=O)c1ccc(C)cc1	3	-7	2	4	nt	1	2.0	i	26	-8
Clc1ccccc1C1=CC(c2ccco2)n2nnnc2N1 (configuration not stated)	-2	1	1	-1	-5	-1	-0.6	i	6	1
O=C(CN1CCN(Cc2ccccc2)CC1)NCC1COc2ccccc2O1 (configuration not stated)	-2	-15	-3	7	-8	2	-1.1	i	6	-7
CCOC(=O)c1cnc2c(Cl)cc(Cl)cc2c1NCCCN1CCOCC1	-17	8	-1	-7	-6	-8	-1.3	i	6	0
Cn1c(=O)[nH]c(=O)c2c1nc(OC(=O)c1ccccc1)n2CC(O)COc1ccccc1 (configuration not stated)	5	18	0	1	-7	2	-0.8	i	4	1
CCOC(=O)c1cccc(NC(=O)CCn2c(=O)oc3ccccc32)c1	4	4	0	-7	-5	0	0.5	i	-1	1
COc1cccc(NC(=O)NC2(C(F)(F)F)Oc3ccccc3O2)c1	-2	-6	1	-5	-3	-2	-0.9	i	27	-1
CC1Sc2ccc(S(=O)(=O)CCC(=O)N3CCc4ccccc43)cc2NC1=O (configuration not stated)	-4	-9	2	-5	-9	-1	-0.5	i	12	4

SUMO1-SIM PPI: entries above that show a hit
SMILES	SUMO1-SIM PPI	NRP1-CendR mod	STEP block	NadD inh	Scp-1 inhibitor	MT1-MMP act inh	LMPTP inh	Rpn11 block	SKN-1 block	DNMT1 block
COc1cccc(C(=O)Nc2cccc(C(=O)NC3=NN(c4c(Cl)cc(Cl)cc4Cl)C(=O)C3)c2)c1	44*	-30	2	29	5	-3	1.8	i	9	7

Going on with the list.
SMILES	SUMO1-SIM PPI	NRP1-CendR mod	STEP block	NadD inh	Scp-1 inhibitor	MT1-MMP act inh	LMPTP inh	Rpn11 block	SKN-1 block	DNMT1 block
O=C1C(=O)N(c2nccs2)C(c2ccccc2)/C1=C(\O)c1ccc2c(c1)OCCO2 (configuration not stated)	-1	-2	0	1	nt	-38	0.0	i	-8	3
Cc1cc(C(=O)CN2CCC(C)CC2)c(C)n1-c1ccc(F)cc1	-3	2	2	3	-3	-4	2.8	i	10	0
CCCCCNC(=O)C1CC=CCC1C(=O)O (configuration not stated)	-2	1	-1	1	12	-11	-0.7	i	11	7
COc1cccc(CC(=O)OCC(=O)NCc2ccc3c(c2)OCO3)c1	-1	2	-7	-3	64*	2	-0.5	i	16	4
CC(=O)c1ccc(N(C(=O)c2ccco2)C(C(=O)NC2CCCC2)c2cccs2)cc1 (configuration not stated)	0	4	0	-1	2	3	0.1	i	0	-2
COC(=O)/C(C#N)=C/c1c[nH]c2ccccc12	-18	6	-2	-4	-5	-2	2.1	i	0	-6
CCCCNC(=O)c1onc(CSc2ccccc2F)c1C(=O)O	2	4	-1	-2	-11	2	-2.4	i	-5	3
